# Assay outcomes as filed in PubChem BioAssay.
# PHOSPHO1 block = inhibitors of human PHOSPHO1 phosphatase. Q8TCT1. AID 1565. recombinant PHOSPHO1, absorbance phosphatase assay. inhibition, % at 13.3 µM. hit rate 1.1% among 290,000; in the data active means inhibition above about 60%
# p-CIP stab down = p/CIP protein destabilization; decrease of EGFP signal, % at 10 µM; Q05BA5; AID 1984; hit rate 0.01% among 290,000; F442A p/CIP-EGFP cells, EGFP fluorescence, 16 h;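 active means EGFP signal decrease of at least 30% at 10 µM or well 3 SD below plate mean, unless failing retest; inactive means the rest, including hits failing retest or dose response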; further: some compounds called inactive have numbers as strong as hits; many of its hits are not listed in these tables
# UBC9 SUMO inh = blocks human SUMOylation mediated by UBC9 | P63279 | HTRF SUMOylation assay, SAE1/SAE2 + UBC9, in vitro | inhibition, % at 35 µM | hit rate 0.36% among 290,000 | AID 2006; in the data active means inhibition above about 50%, passing the limit was not always enough; further: strong numbers were not always called active
# VIM-2 inhibitor = blocks Pseudomonas aeruginosa VIM-2 metallo-beta-lactamase; hit rate 0.89% among 290,000; inhibition, % at 5.6 µM; AID 1527; purified VIM-2, nitrocefin hydrolysis, epi-absorbance fluorescence;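 active means inhibition above the mean of all tested compounds plus 3 SD, cutoff set per screening run, cut at about 7.5% in these data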;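 further: red hydrolysis product quenches plate fluorescence so inhibitors raise well fluorescence; 0% = enzyme with DMSO and 100% = DMSO without enzyme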
# FID counter = counter-screen for HCV NS3 helicase inhibitors: DNA intercalator displacement; hit rate 0.17% among 290,000; DNA fluorescent intercalator displacement, fluorescence; inhibition, % at 7.9 µM; in the data active means inhibition above about 37%;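 further: 0% = vehicle and 100% = reference compound; higher means more ethidium bromide displaced from hairpin DNA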
# HCV NS3 hel inh = HCV NS3 helicase inhibition; NS3 helicase DNA unwinding, Cy5 molecular beacon fluorescence; inhibition, % at 10.9 µM; hit rate 0.56% among 290,000;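 active means inhibition above the mean of all tested compounds plus 3 SD, set per campaign, cut at about 35% in these data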;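 further: 0% = DMSO wells and 100% = thioflavine S control wells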
#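 Measured by: Cy5 fluorescence, 0 and 60 min reads / Assay system: NS3 helicase fragment of HCV / Control set: low DMSO, high thioflavine S at 110 µM / Times: 1 h reaction at 25 °C, ATP-initiated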
# IMP-1 inh = inhibitors of Pseudomonas aeruginosa IMP-1 metallo-beta-lactamase. purified IMP-1, nitrocefin hydrolysis, epi-absorbance fluorescence. inhibition, % at 5.6 µM. hit rate 0.45% among 290,000;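 active means inhibition above the mean plus 3 SD of all compounds in the same screening run, cut at about 4.5% in these data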;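 further: 0% = IMP-1 with DMSO and 100% = DMSO wells lacking enzyme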
#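 System: purified recombinant IMP-1 beta-lactamase. Medium: Zinc- and detergent-supplemented HEPES buffer, pH 7.1. Compound: one 5.6 µM dose […]. Schedule: 15 min preincubation plus 25 min reaction at 25 °C. Technique: Epi-absorbance fluorescence, 480 nm excitation, 530 nm emission.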
# IDE act = activators of human insulin-degrading enzyme in cells; HEK cells, FAbeta-B cleavage, fluorescence polarization; 0% vehicle, 100% cell-free pure enzyme wells; hit rate 0.073% among 340,000; activation, % at 5.96 µM;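 active means activation above the mean of all tested compounds plus 3 SD, set per screening campaign, cut at about 17% in these data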
# Target sequence (P14735 whole entry, looked up): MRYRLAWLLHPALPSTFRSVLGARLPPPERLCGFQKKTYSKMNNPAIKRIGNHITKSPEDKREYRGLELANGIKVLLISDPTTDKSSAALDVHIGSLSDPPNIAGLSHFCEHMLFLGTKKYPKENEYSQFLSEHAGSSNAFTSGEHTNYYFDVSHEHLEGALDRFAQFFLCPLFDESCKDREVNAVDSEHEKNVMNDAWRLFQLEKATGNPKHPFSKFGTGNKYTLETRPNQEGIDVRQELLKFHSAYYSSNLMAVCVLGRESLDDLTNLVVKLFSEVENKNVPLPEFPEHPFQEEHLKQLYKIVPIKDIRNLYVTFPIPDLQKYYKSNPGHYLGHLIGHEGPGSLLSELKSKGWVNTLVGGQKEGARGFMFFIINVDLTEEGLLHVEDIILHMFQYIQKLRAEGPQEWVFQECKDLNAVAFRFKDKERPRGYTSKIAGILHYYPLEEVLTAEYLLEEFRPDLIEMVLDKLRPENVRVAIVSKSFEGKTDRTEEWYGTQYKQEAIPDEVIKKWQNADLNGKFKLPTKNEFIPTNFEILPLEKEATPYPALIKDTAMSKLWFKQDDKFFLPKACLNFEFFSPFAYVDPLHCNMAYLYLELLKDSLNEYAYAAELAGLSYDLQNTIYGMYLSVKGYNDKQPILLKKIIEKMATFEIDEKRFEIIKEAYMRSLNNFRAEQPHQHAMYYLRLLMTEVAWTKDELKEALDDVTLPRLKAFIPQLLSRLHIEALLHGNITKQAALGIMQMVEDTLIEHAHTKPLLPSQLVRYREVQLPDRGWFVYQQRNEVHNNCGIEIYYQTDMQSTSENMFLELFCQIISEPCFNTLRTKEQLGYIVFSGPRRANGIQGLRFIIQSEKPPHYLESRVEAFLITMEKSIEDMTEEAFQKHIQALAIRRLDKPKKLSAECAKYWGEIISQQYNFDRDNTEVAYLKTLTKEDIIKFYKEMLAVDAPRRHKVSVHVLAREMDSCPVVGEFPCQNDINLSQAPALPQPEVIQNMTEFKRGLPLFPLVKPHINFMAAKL
# MEKK3 PB1 HTS = modulators (inhibitors or enhancers) of MEK5 binding to human MEKK3 PB1 domain; hit rate 1.4% among 290,000; bead-based flow cytometry, Alexa488-MEK5 binding to MEKK3; actives lie on both sides; 0 = blocked by unlabeled MEK5, 100 = vehicle; binding response (% of control), % at 10 µM; Q99759; AID 1529;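 active means binding response more than 3 SD above or below the average of its plate-row segment, actives on both sides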;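 further: Alexa488 bead fluorescence after subtracting the streptavidin-only scavenger bead signal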
# Active calls of the source: *; x = no result given. Not all compounds are listed (hit frequency here may not be typical).
No. | mol | PHOSPHO1 block | p-CIP stab down | UBC9 SUMO inh | VIM-2 inhibitor | FID counter
1 | O=C(O)CCC(=O)Nc1ccc(-c2nc3ccc(C(=O)c4ccccc4)cc3[nH]2)cc1 | 25 | 4 | 30 | 0.4 | -32
2 | COC(=O)Nc1sc2c(c1C(N)=O)CCCCCC2 | 69* | -3 | 0 | -2.6 | -4
3 | COc1ccccc1NC(=O)Cn1nc(C(F)(F)F)c2c1CCCC2 | -52 | -41 | -6 | -3.3 | -19
4 | CN1CCN(C(=O)CSc2nnc(COc3ccccc3)o2)CC1 | 40 | 5 | 7 | -0.3 | -4
5 | Cc1ccc(S(=O)(=O)n2c(N)nc3ccccc32)cc1 | -11 | -5 | 8 | -2.2 | -3
6 | OCCn1c(C(F)(F)F)nc2ccccc21 | 8 | -3 | 19 | -1.1 | 2
7 | Cc1ccc(S(=O)(=O)Cc2ccc(C(=O)OCc3ccccc3)cc2)cc1 | 12 | -5 | 4 | 0.5 | -8
8 | C/C(O)=C(\C#N)P(=O)(c1ccccc1)c1ccccc1 | 33 | 5 | 4 | -1.1 | 3
9 | Cc1ccc(C(=O)NCCc2cccc(Cl)c2)cc1[N+](=O)[O-] | 17 | 6 | -18 | -1.9 | 0
10 | O=C(CSc1n[nH]c(-c2ccco2)n1)Nc1ccccc1F | 35 | -4 | 4 | -5.1 | -2
11 | CCCC(C)c1nnc(NC(=O)C2CC(=O)N(CCc3ccc(F)cc3)C2)s1 (stereo unspecified) | 15 | -10 | 6 | -5.8 | -41
12 | O=C(CSc1nnc(-c2cccs2)n1CC1CCCO1)N1CCCC1 (stereo unspecified) | 37 | -1 | -4 | -2.0 | -5
13 | Cc1ccccc1NS(=O)(=O)c1ccc2[nH]c(=O)[nH]c2c1 | -12 | 15 | -2 | -7.8 | 1
14 | COn1c(SCc2ccc(C)cc2C)nc2ccccc2c1=O | 58 | 8 | -2 | -2.6 | -9
15 | Cc1cnc2cc(Cl)ccc2c1SCC(=O)O | 24 | -5 | 19 | -0.7 | -3

No. | HCV NS3 hel inh | IMP-1 inh | IDE act | MEKK3 PB1 HTS
1 | 15 | -1.2 | -2 | 105
2 | 2 | -2.7 | -2 | 101
3 | -4 | -2.1 | -1 | 105
4 | -3 | -1.0 | 5 | 104
5 | -9 | -2.0 | 2 | 103
6 | -9 | -3.8 | -1 | 106
7 | -5 | -1.1 | 5 | 100
8 | -1 | -1.6 | -1 | 64
9 | -18 | -4.5 | -2 | 108
10 | 2 | -4.3 | -5 | 96
11 | 0 | -4.0 | -1 | 98
12 | -6 | -1.6 | 12 | 107
13 | 2 | -2.7 | x | 99
14 | -2 | -1.1 | 4 | 102
15 | -4 | -2.9 | -1 | 105

# Next results follow:
No. | mol | PHOSPHO1 block | p-CIP stab down | UBC9 SUMO inh | VIM-2 inhibitor | FID counter
16 | COCCCN=Cc1c(-c2ccccc2)[nH]n(-c2nc3ccccc3s2)c1=O | 37 | -16 | -9 | -3.0 | -33
17 | CC(C)(C)c1ccc(NC(=O)N2CCN(c3ccc([N+](=O)[O-])cn3)CC2)cc1 | 2 | -7 | -9 | -2.2 | 2
18 | CSCCC(NS(=O)(=O)c1ccc(C)cc1)C(=O)NNC(=O)c1csc(N2CCOCC2)n1 (stereo unspecified) | 12 | 1 | 10 | -4.6 | -40
19 | O=C(CCN1CCN(c2ccccc2F)CC1)c1ccc(Br)cc1 | 2 | 0 | -17 | -1.6 | -2
20 | CCn1c(CNc2cccc(C(F)(F)F)c2)n[nH]c1=S | 25 | -6 | 11 | -5.1 | -2
21 | CC(=O)Nc1ccc(S(=O)(=O)NC2(C(F)(F)F)C(=O)Nc3c2c(=O)n(C)c(=O)n3C)cc1 (stereo unspecified) | -29 | -17 | 22 | -4.4 | 2
22 | COc1cccc(C(=O)Nc2c3c(nn2-c2ccc([N+](=O)[O-])cc2)CS(=O)(=O)C3)c1 | 32 | 4 | 10 | 0.2 | -2
23 | Cc1cc(C)c(C#N)c(OCC(=O)c2ccc(Br)cc2)n1 | -10 | 3 | -5 | -0.5 | -5
24 | O=C(COC(=O)C1CCCCC1)Nc1cc([N+](=O)[O-])ccc1F | 8 | 4 | -7 | 2.4 | 11

No. | HCV NS3 hel inh | IMP-1 inh | IDE act | MEKK3 PB1 HTS
16 | 13 | -3.0 | 1 | 104
17 | 8 | -3.5 | -1 | 100
18 | -3 | 0.6 | 5 | 99
19 | 2 | -2.1 | 6 | 98
20 | 8 | -1.8 | 0 | 96
21 | -5 | -4.6 | -2 | 105
22 | 1 | -0.7 | 4 | 100
23 | -2 | -0.4 | 5 | 100
24 | 19 | -0.1 | 5 | 95

# Part of the list above in order of molar mass, low to high.
No. | mol | PHOSPHO1 block | p-CIP stab down | UBC9 SUMO inh | VIM-2 inhibitor | FID counter
15 | Cc1cnc2cc(Cl)ccc2c1SCC(=O)O | 24 | -5 | 19 | -0.7 | -3
20 | CCn1c(CNc2cccc(C(F)(F)F)c2)n[nH]c1=S | 25 | -6 | 11 | -5.1 | -2
13 | Cc1ccccc1NS(=O)(=O)c1ccc2[nH]c(=O)[nH]c2c1 | -12 | 15 | -2 | -7.8 | 1
24 | O=C(COC(=O)C1CCCCC1)Nc1cc([N+](=O)[O-])ccc1F | 8 | 4 | -7 | 2.4 | 11
14 | COn1c(SCc2ccc(C)cc2C)nc2ccccc2c1=O | 58 | 8 | -2 | -2.6 | -9
19 | O=C(CCN1CCN(c2ccccc2F)CC1)c1ccc(Br)cc1 | 2 | 0 | -17 | -1.6 | -2
16 | COCCCN=Cc1c(-c2ccccc2)[nH]n(-c2nc3ccccc3s2)c1=O | 37 | -16 | -9 | -3.0 | -33
22 | COc1cccc(C(=O)Nc2c3c(nn2-c2ccc([N+](=O)[O-])cc2)CS(=O)(=O)C3)c1 | 32 | 4 | 10 | 0.2 | -2
21 | CC(=O)Nc1ccc(S(=O)(=O)NC2(C(F)(F)F)C(=O)Nc3c2c(=O)n(C)c(=O)n3C)cc1 (stereo unspecified) | -29 | -17 | 22 | -4.4 | 2
18 | CSCCC(NS(=O)(=O)c1ccc(C)cc1)C(=O)NNC(=O)c1csc(N2CCOCC2)n1 (stereo unspecified) | 12 | 1 | 10 | -4.6 | -40

No. | HCV NS3 hel inh | IMP-1 inh | IDE act | MEKK3 PB1 HTS
15 | -4 | -2.9 | -1 | 105
20 | 8 | -1.8 | 0 | 96
13 | 2 | -2.7 | x | 99
24 | 19 | -0.1 | 5 | 95
14 | -2 | -1.1 | 4 | 102
19 | 2 | -2.1 | 6 | 98
16 | 13 | -3.0 | 1 | 104
22 | 1 | -0.7 | 4 | 100
21 | -5 | -4.6 | -2 | 105
18 | -3 | 0.6 | 5 | 99
